Screening results deposited in PubChem by Broad Institute.
NSD2 inh = blocks human histone methyltransferase NSD2; O96028; NSD2 peptide methylation, AlphaScreen, 120 min; inhibition, % at 12.5 µM; 0.54% of 310,000 active; AID 743445; in the data active means inhibition above about 50%
CAL PDZ FP-1 = human CAL PDZ-peptide interaction inhibition. purified CAL PDZ, TMR-peptide fluorescence polarization, 1 h. inhibition, % at 20 µM. 0.02% of 330,000 active. Q9HD26. AID 504414;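 active means highest replicate inhibition of at least 40%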;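 further: plate controls were DMSO neutral control wells for no effect and unlabeled competitor peptide control wells for full effect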
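material = purified tagged CAL PDZ domain construct (CerCALP) | compound dosing = 20 µM, one dose | times = 1 h at RT | measured by = fluorescence polarization from S- and P-plane intensities, G-factor corrected | read-out = inhibition from polarization loss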
SR-BI DiI inh = blocks mouse SR-BI lipid uptake from DiI-HDL; 0.96% of 320,000 active; inhibition, % at 12.5 µM; Q61009; ldlA[mSR-BI] CHO cells, DiI-HDL uptake fluorescence, 3 h; AID 488896;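 active means mean replicate inhibition of at least 70% and a set share of replicates each scoring 70 or more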;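 further: 0% = median of neutral control wells and 100% = median of positive control wells; values of inactives mirror those of a sister screen read the other way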
Rtt109 HAT inh = blocks Candida albicans Rtt109/Vps75 acetyltransferase activity; inhibition, % at 34.9 µM; 0.16% of 330,000 active; AID 540336; Q5AAJ8; purified Rtt109/Vps75, ThioGlo CoA-SH fluorescence, 4 h;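 active means inhibition of at least 50% in every replicate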
Target sequence (Q5AAJ8 whole entry, looked up): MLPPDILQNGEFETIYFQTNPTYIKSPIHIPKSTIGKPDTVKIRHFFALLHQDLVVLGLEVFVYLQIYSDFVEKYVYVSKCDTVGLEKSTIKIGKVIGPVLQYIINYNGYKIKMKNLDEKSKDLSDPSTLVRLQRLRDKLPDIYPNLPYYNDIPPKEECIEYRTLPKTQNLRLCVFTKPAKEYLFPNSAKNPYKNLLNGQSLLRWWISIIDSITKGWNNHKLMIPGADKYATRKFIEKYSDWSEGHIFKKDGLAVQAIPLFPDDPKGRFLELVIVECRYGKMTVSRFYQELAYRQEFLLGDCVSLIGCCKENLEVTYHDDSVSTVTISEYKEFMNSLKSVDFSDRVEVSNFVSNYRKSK
SR-BI uptake up = activators of SR-BI mediated HDL lipid uptake. 0.096% of 320,000 active. CHO ldlA[mSR-BI] cells, DiI-HDL uptake fluorescence, 3 h; 100 = double the neutral-control signal. activation, % at 12.5 µM;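 active means mean replicate activation of at least 60% and every replicate at or above 60%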;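 further: 0% = median plate neutral-control signal and 100% = twice that signal; values of inactives mirror those of a sister screen read the other way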
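Material: SR-BI-overexpressing, LDLR-lacking CHO cells | Dosing: Single compound concentration, delivered by pin transfer | Probe or stimulus: Labelled HDL, 10 µg/mL | Signal: Bottom-read cell fluorescence after medium removal, ex 550/em 595 nm | Schedule: 3 h, 37 °C | Evaluation: HDL uptake via cellular fluorescence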
PvdQ inh = P. aeruginosa PvdQ acylase inhibition. purified PvdQ acylase, fluorescence plate reader. inhibition, % at 10 µM. 0.063% of 340,000 active. AID 488965; in the data active means inhibition above about 30%, passing the limit was not always enough;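 further: 0% = vehicle neutral wells and 100% = reference inhibitor wells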
dFosB act = activators of mouse delta FosB homodimer | purified delta FosB, TAMRA-CDK5 oligo fluorescence polarization; percent of positive-control signal above neutral wells | activation, % at 25 µM | 0.99% of 340,000 active;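 active means mean activation above about 17%, with every replicate also reaching it, limit read from the data, passing the limit was not always enough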;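 further: fluorescence polarization rise as delta FosB binds a TAMRA Cdk5 AP-1 oligo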
Target sequence (P13346 whole entry, looked up): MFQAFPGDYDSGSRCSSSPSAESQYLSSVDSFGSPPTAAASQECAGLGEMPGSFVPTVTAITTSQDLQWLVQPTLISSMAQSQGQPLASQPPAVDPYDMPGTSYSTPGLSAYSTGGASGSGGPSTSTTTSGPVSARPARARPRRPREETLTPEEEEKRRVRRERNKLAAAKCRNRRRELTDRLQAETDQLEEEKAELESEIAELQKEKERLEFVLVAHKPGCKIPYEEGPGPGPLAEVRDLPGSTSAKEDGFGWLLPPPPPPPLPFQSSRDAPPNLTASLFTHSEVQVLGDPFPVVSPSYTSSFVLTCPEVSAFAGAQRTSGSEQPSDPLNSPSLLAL
MITF TRPM1 HTS = MITF TRPM1 promoter activation in melanoma cells; AID 588334; activation, % at 12.5 µM; SK-MEL-5 TRPM1-promoter luciferase, 24 h; % of positive control, neutral wells = 0; 0.75% of 300,000 active;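 active means mean activation of at least 80% with every replicate also reaching 80%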;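 further: 0% = neutral control wells and 100% = parthenolide positive control wells; values of inactives mirror those of a sister screen read the other way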
CAL PDZ FP-2 = inhibitors of human CAL PDZ peptide binding | Q9HD26 | purified CAL PDZ, TMR-peptide fluorescence polarization, 1 h | inhibition, % at 24.9 µM | 0.92% of 300,000 active | AID 602252;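 active means mean inhibition of at least 30% with at least half of replicates also reaching 30%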;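 further: 0% = DMSO neutral control and 100% = excess unlabeled competitor peptide PRC23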
PfHsp90 set2 = inhibits growth of yeast expressing Plasmodium falciparum Hsp90. S. cerevisiae expressing PfHsp90, BacTiter-Glo ATP, 48 h; yeast lacking PDR1 and PDR3 efflux regulators. inhibition, % at 9.4 µM. 0.32% of 310,000 active. AID 504621;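 active means every replicate shows inhibition above about 80%, whatever the replicate mean, limit read from the data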;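 further: 0% = DMSO neutral controls and 100% = 20 µM radicicol positive controls; yeast relying on Plasmodium falciparum Hsp90 in place of its own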
Active calls of the source: *; x = no result given.

The line under a structure holds: NSD2 inh	CAL PDZ FP-1	SR-BI DiI inh	Rtt109 HAT inh	SR-BI uptake up	PvdQ inh	dFosB act	MITF TRPM1 HTS	CAL PDZ FP-2	PfHsp90 set2
> Cn1c(=O)[nH]c(=O)c2c1nc(N1CCCCCC1)n2CCCSc1nc2ccccc2o1
    1	-0.9	-13	0	13	-8	-10	x	-2	x
> COc1cc(O)sc1C=Nc1ccc(Cl)cc1
    -5	-2.3	28	29	-28	-2	-4	6	-7	x
> Cc1ccc(C(=O)c2cn[nH]c2-c2ccccc2O)cc1
    1	-1.3	18	2	x	-20	-4	37	-3	9
> Cc1ccc(S(=O)(=O)NNC(=O)Nc2cccc(F)c2)c(C)c1
    1	-1.8	-4	29	4	6	-3	-12	-3	7
> CS(=O)(=O)c1ccc(Cl)c(C(=O)O)c1
    0	-0.4	-32	-1	32	3	2	-2	-4	4
> COCCCNC(=O)c1cccc(S(=O)(=O)N2CC3(C)CC2CC(C)(C)C3)c1 (configuration not stated)
    -2	-0.2	1	-1	-1	-5	-7	-5	-2	4
> COc1cc(S(=O)(=O)N(Cc2ccccc2)Cc2ccccn2)ccc1-n1cnnn1
    -6	-2.7	8	-4	-8	-6	-6	7	1	-35
> CCCOc1ccc(N2C(=O)CC(N3CCN(CCN=CC4=C(O)CC(C)(C)CC4=O)CC3)C2=O)cc1 (configuration not stated)
    0	1.4	11	-2	-11	-14	-12	-3	-3	1
> COc1ccc(C2C3=C(CCCC3=O)Nc3nc(SCc4ccc(C(=O)O)cc4)nn32)cc1OC (configuration not stated)
    x	-0.5	-5	-9	5	-8	-3	-10	x	-16
> Cc1cc(NC(=O)CSc2nncn2-c2ccccc2)no1
    -1	0.0	-22	x	22	7	1	-11	-2	-28

5 entries from above in another layout:
| Structure | NSD2 inh | CAL PDZ FP-1 | SR-BI DiI inh | Rtt109 HAT inh | SR-BI uptake up | PvdQ inh | dFosB act | MITF TRPM1 HTS | CAL PDZ FP-2 | PfHsp90 set2 |
| --- | --- | --- | --- | --- | --- | --- | --- | --- | --- | --- |
| COc1ccc(C2C3=C(CCCC3=O)Nc3nc(SCc4ccc(C(=O)O)cc4)nn32)cc1OC (configuration not stated) | x | -0.5 | -5 | -9 | 5 | -8 | -3 | -10 | x | -16 |
| CCCOc1ccc(N2C(=O)CC(N3CCN(CCN=CC4=C(O)CC(C)(C)CC4=O)CC3)C2=O)cc1 (configuration not stated) | 0 | 1.4 | 11 | -2 | -11 | -14 | -12 | -3 | -3 | 1 |
| COc1cc(S(=O)(=O)N(Cc2ccccc2)Cc2ccccn2)ccc1-n1cnnn1 | -6 | -2.7 | 8 | -4 | -8 | -6 | -6 | 7 | 1 | -35 |
| COCCCNC(=O)c1cccc(S(=O)(=O)N2CC3(C)CC2CC(C)(C)C3)c1 (configuration not stated) | -2 | -0.2 | 1 | -1 | -1 | -5 | -7 | -5 | -2 | 4 |
| Cc1cc(NC(=O)CSc2nncn2-c2ccccc2)no1 | -1 | 0.0 | -22 | x | 22 | 7 | 1 | -11 | -2 | -28 |

Going on with the list:
The line under a structure holds: NSD2 inh	CAL PDZ FP-1	SR-BI DiI inh	Rtt109 HAT inh	SR-BI uptake up	PvdQ inh	dFosB act	MITF TRPM1 HTS	CAL PDZ FP-2	PfHsp90 set2
> NC(=O)C1CCCN(C(=O)Nc2cccc3ccccc23)C1 (configuration not stated)
    0	-0.2	-12	4	12	-8	-1	-3	-1	x
> COC(=O)C1(C(F)(F)F)N=C(C(F)(F)F)Nc2ccc(Cl)cc21 (configuration not stated)
    -3	0.0	x	3	x	-14	-1	1	-4	11
> Cc1cc(Oc2ccc(C#N)cc2)nc(N2CCOCC2)n1
    0	0.0	53	0	-53	9	-2	-8	-2	x
> C=CCc1cccc2cc(C(=O)NC3=C(C#N)CCC3)c(=O)oc12
    2	-0.3	28	8	-28	-15	-19	-5	-5	-18
> CCOC(=O)C1CCN(c2cc3c(cc2NC(=O)c2ccccc2Br)n(C)c(=O)n3C)CC1
    7	-0.9	26	5	-26	8	-4	2	x	13
> Cc1cc(C(=O)CN2C(=O)c3ccccc3S2(=O)=O)c(C)n1C(C)C
    4	-0.4	14	16	-14	2	-1	-40	2	-6
> COc1ccc(C(=O)N2CCC(C(=O)c3ccc(F)cc3)CC2)cc1
    -2	-1.6	-10	-3	10	-7	0	x	1	x
> CCN(Cc1ccccc1)S(=O)(=O)c1c(C(=O)N2CCCC2)c(C)n(C)c1C
    -5	-0.9	-20	-10	20	-8	-6	5	-4	28
> COCCN(C(=O)CCN1C(=O)C2CC=CCC2C1=O)c1c(N)n(CC(C)C)c(=O)[nH]c1=O (configuration not stated)
    -1	0.7	6	-5	-6	-7	-4	-6	x	3
> O=Cc1cc2c(cc1[B-](F)(F)F)OCO2
    x	-0.4	1	-1	-1	10	-1	0	-1	3
> Cc1cccn2c(=O)nc(SCC(=O)NCc3ccc4c(c3)OCO4)nc12
    x	-2.5	3	3	-3	3	-3	8	-2	x
> O=C(CSc1nc2ccccc2[nH]1)N1c2ccccc2Sc2ccccc21
    -1	-2.1	-10	12	10	-10	3	16	-5	-17
> CCC(C(=O)OCC(=O)C1(O)CCC2C3CCC4=CC(=O)CCC4(C)C3C(O)CC21C)C(C)C (configuration not stated)
    -1	0.3	2	-3	-2	-9	-2	2	0	14
> CSc1cnc2c(=O)[nH]c(=O)n(C)c2n1
    -4	-1.3	5	3	-5	8	-1	-7	-1	6
> COC(=O)COc1ccc(S(=O)(=O)NCc2cccnc2)cc1
    -3	-0.3	-15	1	15	-8	1	-8	-2	33
> O=S(=O)(Nc1nc2ccccc2nc1NCC1CCCO1)c1cccs1 (configuration not stated)
    -1	-0.8	-10	-14	10	-4	-9	-2	-12	8
> O=C(NC1CCN(C(=O)C2CCCCC2)CC1)c1ccccc1
    -3	-0.4	5	4	-5	1	2	x	3	-3
> Cn1cnc([N+](=O)[O-])c1Nc1ccccc1O
    4	-1.1	-24	2	24	-8	2	x	-5	40
> O=C(COc1coc(CN2CCc3ccccc3C2)cc1=O)Nc1ccc(F)cc1F
    3	-2.2	-3	1	3	-4	-1	-2	-6	-1
> COc1ccc(OCCNC(=O)c2ccccc2Cl)cc1
    -2	x	9	-4	-9	-15	-6	-7	-5	9
> CCn1c(=O)cc(SCC(=O)N2CCN(C3CCCCC3)CC2)c2ccccc21
    6	-2.7	40	5	-40	-1	-7	4	-2	-4
> CCOC(=O)C1CCN(Cc2cc(=O)oc3cc(C)ccc23)CC1
    -3	0.6	8	-1	-8	-8	-2	7	8	-6
> Cc1ccc(S(=O)(=O)N2C[C@@H]3[C@H]4CC[C@H](C4)[C@@H]3[C@@H](C)[C@@H]2c2cn(Cc3ccccc3)c3ccc(F)cc23)cc1
    x	-0.5	-26	-2	26	-6	-8	-4	-2	12
> CCN(CC)C(=O)[C@H]1C[C@H](CC(=O)NCCCn2ccnc2)C(=O)N2CCc3c([nH]c4cc(CCC(=O)N(C)C)ccc34)[C@]12C
    x	-0.3	-11	6	11	-1	-3	-10	-1	-2
> Cc1ccc(NC(=O)CSc2ncccn2)c([N+](=O)[O-])c1
    3	-0.2	-2	0	2	-16	-11	36	-2	-4
> O=C(/C=C/c1cccc(F)c1)Nc1cc(S(=O)(=O)N2CCOCC2)ccc1N1CCCC1
    0	0.3	1	1	-1	-4	-6	-4	-2	8
> CC(=O)c1ccc(NC(=O)NC2CCCCCCC2)cc1
    -1	-6.4	-13	0	13	-5	-11	74	-6	-5
> Cc1cc([N+](=O)[O-])ccc1NC(=S)NC1CCCC1
    2	-1.4	22	2	-22	-9	-9	0	-3	-12
> COc1ccc(NC(=O)CN2CCN(S(=O)(=O)c3ccc(C(C)C)cc3)CC2)cc1OC
    3	-1.3	23	8	-23	1	0	3	-1	29
> CCN1CCN(C(=O)c2ccc(CSc3ccc(C)cc3)cc2)CC1
    8	-2.2	-5	4	5	-11	-5	6	-4	19

Quoted at random: 2 entries already listed
The line under a structure holds: NSD2 inh	CAL PDZ FP-1	SR-BI DiI inh	Rtt109 HAT inh	SR-BI uptake up	PvdQ inh	dFosB act	MITF TRPM1 HTS	CAL PDZ FP-2	PfHsp90 set2
> COCCN(C(=O)CCN1C(=O)C2CC=CCC2C1=O)c1c(N)n(CC(C)C)c(=O)[nH]c1=O (configuration not stated)
    -1	0.7	6	-5	-6	-7	-4	-6	x	3
> Cc1ccc(S(=O)(=O)NNC(=O)Nc2cccc(F)c2)c(C)c1
    1	-1.8	-4	29	4	6	-3	-12	-3	7

(continued)
The line under a structure holds: NSD2 inh	CAL PDZ FP-1	SR-BI DiI inh	Rtt109 HAT inh	SR-BI uptake up	PvdQ inh	dFosB act	MITF TRPM1 HTS	CAL PDZ FP-2	PfHsp90 set2
> CC1=NC(C)(C)Cc2cc(C)c(C)cc21
    -3	-0.1	-2	x	2	-13	-6	-1	54*	-19
> CCCNC(=O)C(Cc1ccccc1)NC(=O)c1ccc(C(C)(C)C)cc1 (configuration not stated)
    x	0.3	-12	2	12	9	6	0	0	x
> CC(=O)CCc1c[nH]c2c(C(=O)O)cccc12
    0	-2.9	-6	-10	6	-13	4	0	-5	x
> Cc1cc(NC(=S)NC(=O)CC(C)C)ccc1Br
    -4	0.2	-22	-4	22	-7	-1	57	-3	-2
> CCN(CC(=O)Nc1ccc(N2CCOCC2)cc1)C(=O)c1ccc(C#N)cc1
    1	0.0	9	3	-9	-8	-3	3	3	-11
> O=C(Nc1ccccc1C(=O)O)C1=NN=CC1
    8	-2.7	4	-14	-4	-9	-4	0	10	5
> CC(NC(=O)Nc1nnc(C(F)(F)F)s1)(C(F)(F)F)C(F)(F)F
    -1	-1.1	4	2	-4	-2	6	-26	-4	10
> O=C(COC(=O)CNC(=O)c1ccccc1)Nc1nnc(-c2ccccc2)o1
    0	0.0	3	-5	-3	-5	-11	7	-3	26
> CCOc1ccc(S(=O)(=O)Nc2nc3cc(OC)ccc3s2)cc1
    5	-3.8	-9	-8	9	-4	-3	6	1	39
> COc1ccccc1N1CCN(Cc2cnc3ccc(Cl)cn23)CC1
    0	-0.2	-2	5	2	-7	-8	-7	-5	24
> CCn1c2ccccc2c2cc(NC(=O)COc3ccccc3)ccc21
    -1	0.0	-20	3	20	-1	-6	-6	6	-22
> Cc1ccc(S(=O)(=O)NCCC(=O)Nc2cccc(S(=O)(=O)N3CCCC3)c2)cc1C
    -1	-0.6	24	4	-24	-8	-23	-8	11	-14
> O=S(=O)(c1ccccc1)c1nc(-c2cccc(Cl)c2)oc1N1CCOCC1
    0	-2.4	16	11	x	-3	-6	11	-3	31
> O=C1COc2ccc(C(=O)COC(=O)COc3ccccc3[N+](=O)[O-])cc2N1
    -4	-2.2	x	-10	x	-20	-6	-3	-5	-28

Outcome played no part in choosing rows; 4.3% or so of the library scored in one or more.
